High-throughput results from PubChem.
RNase H inhibition: RNase H inhibition, HIV 1 Gag Pol polyprotein, FRET biochemical assay, screening (AID 372); HIV-1 RT RNase H, FRET RNA/DNA substrate fluorescence; higher % means a stronger effect; one-dose inhibition, % at 10 µM; IC50 in µM for titrated hits; hit rate 0.77% among 100,000; in the data active = inhibition above about 50%
* hit, by the source's call. This is a subset; count on the stated rates, not on these rows.

entry	molecule	RNase H inhibition
1	CCN(CC)CCCOc1ccc(C(C)(C)C)cc1	0.0%
2	COC(=O)C1=C(C)NC2=C(C(=O)c3ccccc32)C1c1ccc(-c2cc([N+](=O)[O-])ccc2Cl)o1 (stereo not given)	0.0%
3	COc1ccc(S(=O)(=O)Nc2c(C)cc(C)cc2C)cc1	6.0%
4	COc1ccc(OCC(=O)Nc2cc(-c3nc4ccccc4s3)ccc2C)cc1	2.0%
5	O=C(/C=C/c1ccc(OCc2ccccc2)cc1)c1ccc2c(c1)OCCO2	7.0%
6	NNC(=O)CP(=O)(c1ccccc1)c1ccccc1	0.0%
7	O=S(=O)(Nc1ccc(F)cc1)c1ccc(F)cc1	2.0%
